# Assay outcomes deposited in PubChem by several laboratories.
# GRK2 inh – inhibitors of human GRK2 displacing RNA aptamer | P25098 | bead flow cytometry, FAM-aptamer displacement from GRK2 | inhibition of aptamer binding, % at 10 µM | 0.59% of 330,000 active | AID 488847;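 active = inhibition of aptamer binding above 40%, roughly 3 SD of noise, on plates passing a quality check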;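 note: median bead fluorescence of bound FAM aptamer so fluorescent compounds give negative values; no value below 0 was filed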
# Efflux pump inh – inhibitors of Candida antifungal efflux pumps expressed in yeast. 0.44% of 330,000 active. S. cerevisiae Candida pump triplex, Nile Red efflux. inhibition, % at 10 µM;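 active = plate passing quality check with inhibition over a set limit, or well fluorescence over plate mean plus 4 SD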;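 note: Nile Red retained in pooled yeast measured as flow cytometry median fluorescence; 0% = buffer negative control and 100% = Enniatin B positive control; higher means more Nile Red kept so more efflux inhibition; some compounds called inactive have numbers as strong as hits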
# Bcl-xL primary – Bcl-xL (human) inhibition; 0.7% of 320,000 active; inhibition, % at 10.9 µM; Q07817; GST-Bcl-xL / FITC-Bim BH3 peptide fluorescence polarization; AID 2129;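 active = inhibition above the mean of all tested compounds plus 3 SD, cutoff set per campaign, cut at about 30% in these data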;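 note: 0% = DMSO wells and 100% = unlabeled Bim-BH3 peptide competitor; inhibitors lower millipolarization by displacing the labeled peptide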
# Target sequence (Q07817 whole entry, looked up): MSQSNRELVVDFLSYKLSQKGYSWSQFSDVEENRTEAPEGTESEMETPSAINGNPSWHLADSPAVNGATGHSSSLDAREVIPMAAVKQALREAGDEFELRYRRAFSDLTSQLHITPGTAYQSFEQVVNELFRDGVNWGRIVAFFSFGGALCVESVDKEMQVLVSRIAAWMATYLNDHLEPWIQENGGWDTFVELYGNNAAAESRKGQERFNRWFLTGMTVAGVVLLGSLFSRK
# GLD-1 TGE inh – GLD-1-TGE RNA interaction inhibition (C. elegans) | Q17339 | purified GLD-1 + fluorescein TGE RNA, fluorescence polarization | inhibition, % at 5.96 µM | 0.44% of 320,000 active;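 active = percent inhibition above a per-plate cutoff, the plate mean of test compounds plus 3 SD, cut at about 30% in these data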;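 note: 0% = DMSO wells with GLD-1 and probe and 100% = wells lacking GLD-1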
# Target sequence (Q17339 whole entry, looked up): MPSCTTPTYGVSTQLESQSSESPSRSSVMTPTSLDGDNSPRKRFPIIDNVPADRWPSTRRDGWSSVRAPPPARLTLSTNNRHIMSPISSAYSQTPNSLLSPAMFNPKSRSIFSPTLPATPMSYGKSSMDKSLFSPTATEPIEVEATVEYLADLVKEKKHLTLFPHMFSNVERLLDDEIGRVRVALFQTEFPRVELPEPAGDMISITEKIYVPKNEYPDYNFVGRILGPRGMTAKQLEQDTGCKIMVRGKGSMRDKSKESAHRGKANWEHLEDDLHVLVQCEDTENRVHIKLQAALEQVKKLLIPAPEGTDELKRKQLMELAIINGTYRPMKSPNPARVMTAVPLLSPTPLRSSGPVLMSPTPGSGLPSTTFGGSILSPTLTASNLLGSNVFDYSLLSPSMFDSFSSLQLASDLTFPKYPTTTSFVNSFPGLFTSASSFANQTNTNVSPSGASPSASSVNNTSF
# PME-1 inh – PME-1 (human) inhibition; Q9Y570; recombinant PME-1, FP-Rh probe fluorescence polarization; inhibition, % at 5.9 µM; 0.53% of 320,000 active; AID 2130;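 active = inhibition above the campaign mean of all compounds plus 3 SD, cut at about 26% in these data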;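 note: competitive labeling of PME-1 active site by serine hydrolase directed probe; 0% = PME-1 with DMSO and 100% = wells lacking PME-1 enzyme; inhibitors block probe labeling so polarization falls and inhibition rises; many of its hits are not listed in these tables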
# VLA-4 inh – inhibition in a human VLA-4 binding assay | AID 2557 | inhibition, % (about 7 µM as worked out from the volumes in the protocol) | 0.2% of 330,000 active | VLA-4 expressing cells, ligand binding flow cytometry; in the data active = inhibition above about 50%
# MCL1-BIM inh – disrupts human MCL1 binding to BIM-BH3 peptide; Q07820; GST-MCL1 / FITC-Bim-BH3 fluorescence polarization; inhibition, % at 10.9 µM; 0.68% of 320,000 active; AID 2057;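 active = inhibition above the mean inhibition of all tested compounds plus 3 SD, set per campaign, cut at about 40% in these data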;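 note: 0% = DMSO wells and 100% = unlabeled Bim-BH3 peptide control; higher means more loss of mP so more displacement of Bim peptide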
# Target sequence (Q07820 whole entry, looked up): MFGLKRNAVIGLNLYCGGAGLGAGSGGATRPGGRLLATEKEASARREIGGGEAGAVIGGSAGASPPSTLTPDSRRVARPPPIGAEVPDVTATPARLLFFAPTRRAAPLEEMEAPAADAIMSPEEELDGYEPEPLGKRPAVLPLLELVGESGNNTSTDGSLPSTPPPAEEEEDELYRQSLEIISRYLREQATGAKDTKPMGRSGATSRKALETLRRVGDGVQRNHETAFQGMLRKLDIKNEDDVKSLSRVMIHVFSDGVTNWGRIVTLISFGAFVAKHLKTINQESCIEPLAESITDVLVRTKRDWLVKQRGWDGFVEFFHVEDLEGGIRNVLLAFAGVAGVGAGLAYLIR
# Fam108B inh – Fam108B inhibition, counter-screen for RBBP9 inhibitors. inhibition, % at 9.51 µM. 0.33% of 300,000 active. AID 1947. recombinant Fam108B, FP-Rh probe fluorescence polarization;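 active = inhibition above the screen mean inhibition plus 3 SD, computed separately per campaign, cut at about 18% in these data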;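 note: inhibitors lower polarization as less probe binds the enzyme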
# MEX-5 binding – C. elegans MEX-5 TCR-2 RNA binding activity | AID 1832 | Q9XUB2 | 0.38% of 300,000 active | MEX-5/FITC-TCR2 RNA binding, fluorescence polarization; stronger effect = lower value | activity score (negative = inhibition of binding), % at 10 µM;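 active = inhibition past about -25% in most replicates, and total fluorescence under double the plate's negative control median, limit read from the data; inconclusive = replicates evenly split on the limit, or fluorescence at least double controls; inactive = too little inhibition in most replicates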;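 note: 0% = DMSO and -100% = 5 µM competing unlabeled TCR2 RNA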
# Starred values were filed as active, the others as inactive; ? = inconclusive; . = no result given.
1	O=C(C1CCN(S(=O)(=O)N2CCOCC2)CC1)N1CCN(c2ccccc2)CC1
2	O=C(COC(=O)c1ccc2c(c1)OCO2)NCc1ccc2c(c1)OCO2
3	O=C(Nc1ccc(Cl)c([N+](=O)[O-])c1)c1cnccn1
4	Cc1ccc(S(=O)(=O)/N=C(/Nc2cccc3ccccc23)c2ccc(F)cc2)cc1
5	O=Cc1c(N2CCCCC2)nc2ccccn2c1=O
6	CCc1ccc(S(=O)(=O)Nc2cc(SCC(=O)O)c(O)c3ccccc23)cc1
7	C/C(=N\NC(=O)C1COc2ccccc2O1)c1cccs1 (stereo unspecified)
8	COC(=O)c1cc(N2C(=O)C3C(C2=O)C2(C)C=CC3(C)O2)ccc1Cl (stereo unspecified)
9	CN(Cc1cc(=O)n2ccsc2n1)c1ccccc1
10	CCc1nnc(NS(=O)(=O)c2ccc(NC(=O)c3ccccc3OC)cc2)s1
entry no.	1	2	3	4	5	6	7	8	9	10
GRK2 inh	1.0	3.0	0.0	4.0	1.0	4.0	0.0	1.0	3.0	0.0
Efflux pump inh	0.0	-0.1	0.2	0.1	-0.2	0.0	-0.1	0.1	0.0	-0.1
Bcl-xL primary	4.9	3.6	11.6	8.6	2.0	25.1	-1.7	2.7	6.2	3.5
GLD-1 TGE inh	1.5	-2.2	-0.6	0.7	-2.6	-1.2	7.4	2.8	-1.5	-3.4
PME-1 inh	0.5	-0.4	11.1	-4.8	-0.2	12.2	-6.8	-4.9	5.7	-0.1
VLA-4 inh	-2.5	3.4	-1.2	9.2	26.4	11.1	-1.2	41.0	0.0	2.1
MCL1-BIM inh	2.2	-9.8	20.4	7.6	-1.8	28.2	9.6	0.9	11.4	1.9
Fam108B inh	-2.9	-5.2	2.3	-0.9	3.6	8.1	2.5	0.7	-1.5	0.3
MEX-5 binding	-1.7	3.8	0.2	0.8	0.8	-52.0*	-1.5	0.3	-1.0	4.2

11	CCn1nc(C(=O)NCCc2ccc(S(N)(=O)=O)cc2)c2ccccc2c1=O
12	N#C/C(=C\c1ccccc1O)C(=O)Nc1ccccn1
13	COCCNC(=O)CSc1nc2scc(-c3ccccc3)c2c(=O)[nH]1
14	Cc1ccc(S(=O)(=O)N(C)c2ccc(C(=O)NCc3cccnc3)cc2)cc1
15	Cc1cccc(NC(=O)c2cccc(S(=O)(=O)N(C)c3ccccc3)c2)n1
16	CC(Oc1cccc2c1OC(C)(C)C2)C(=O)O (stereo unspecified)
17	Nc1nc(NCCO)nc(N2CCCCCC2)c1[N+](=O)[O-]
18	CSc1nc(N)nc(SCC(=O)c2ccc(C)cc2)c1C#N
19	CCN(CCCNC(=O)CCn1c(=O)[nH]c2ccsc2c1=O)c1ccccc1
20	CCCCOc1ccc(N(CC(=O)NCc2ccco2)C(=O)CCC(=O)Nc2nccs2)cc1
entry no.	11	12	13	14	15	16	17	18	19	20
GRK2 inh	0.0	0.0	0.0	0.0	0.0	0.0	5.0	0.0	0.0	0.0
Efflux pump inh	-0.1	-0.2	-0.1	0.9	0.0	-0.1	-0.1	0.1	0.2	0.3
Bcl-xL primary	-4.6	-0.2	0.5	-2.5	0.8	5.8	-2.3	-1.2	-3.1	3.2
GLD-1 TGE inh	0.6	0.4	-20.2	10.5	0.7	-5.3	7.3	-1.3	-1.7	5.2
PME-1 inh	-7.2	1.0	-4.5	11.5	0.3	0.9	4.5	-2.2	6.8	-4.2
VLA-4 inh	2.3	4.6	-4.4	11.9	3.8	2.7	7.4	-7.8	1.1	2.9
MCL1-BIM inh	-13.6	0.0	-1.0	-0.9	-4.2	5.8	5.8	4.9	-3.5	0.1
Fam108B inh	-0.2	0.0	0.2	2.0	.	-2.0	7.3	1.4	-1.2	-0.1
MEX-5 binding	0.0	1.0	0.5	0.3	.	-1.3	2.5	0.1	-5.4	1.0

# Records listed above that bear a hit mark in MEX-5 binding:
No. | canonical_smiles | GRK2 inh | Efflux pump inh | Bcl-xL primary | GLD-1 TGE inh | PME-1 inh | VLA-4 inh | MCL1-BIM inh | MEX-5 binding
6 | CCc1ccc(S(=O)(=O)Nc2cc(SCC(=O)O)c(O)c3ccccc23)cc1 | 4.0 | 0.0 | 25.1 | -1.2 | 12.2 | 11.1 | 28.2 | -52.0*

# (next part)
21	N#CC1=C(N)N(c2ccccc2)C(c2ccccc2)C1(C#N)C#N (stereo unspecified)
22	CCOc1ccccc1CN1CCN(Cc2cc3ccccc3[nH]2)CC1CCO (stereo unspecified)
23	CCOC(=O)c1cnn(-c2ccccn2)c1N
24	CCCNC(=O)NC1CCCCCCC1
25	NC(=O)CC(NC(=O)Cc1ccc(Br)cc1)c1ccc(NCCN2CCOCC2)c([N+](=O)[O-])c1 (stereo unspecified)
26	Cc1cc(N2CCN(C)CC2)nc2ccc(NC(=S)NCCCN3CCN(C)CC3)cc12
27	C/C(=N\Nc1ccc(F)cc1)c1ccncc1
28	CSc1ccccc1NC(=O)COC(=O)CSc1ccc(C)cc1
29	CC(C)Cn1c(O)c(N=NC(=O)c2cccc(S(=O)(=O)N3CCCCC3)c2)c2ccccc21
30	Cc1ccc2c(c1)N(CCC(=O)NC1CCCCC1)C(=O)CO2
entry no.	21	22	23	24	25	26	27	28	29	30
GRK2 inh	0.0	0.0	2.0	1.0	0.0	0.0	0.0	5.0	1.0	0.0
Efflux pump inh	0.1	0.0	0.2	0.0	0.0	0.5	0.1	-0.1	0.4	0.1
Bcl-xL primary	1.7	1.1	7.8	-1.4	0.0	3.1	3.7	2.6	0.8	1.4
GLD-1 TGE inh	4.0	-1.4	4.6	5.0	5.4	7.0	-4.1	-6.5	1.9	8.2
PME-1 inh	8.5	3.5	-2.9	1.2	5.5	-3.5	8.8	-4.1	-3.0	4.0
VLA-4 inh	14.8	-3.6	3.1	1.0	26.7	9.8	0.0	-15.3	-6.4	-2.2
MCL1-BIM inh	4.0	-3.9	12.7	2.3	-4.4	-1.6	-5.3	1.4	6.8	7.4
Fam108B inh	5.8	0.6	1.1	3.5	-5.5	6.5	5.7	2.7	3.6	0.2
MEX-5 binding	-1.2	-6.0	-0.5	-0.3	-0.3	0.2	.	-1.5	-1.2	-2.9

# Sorted by the number under GLD-1 TGE inh (highest first): 3 from the list above
No. | SMILES | GLD-1 TGE inh
25 | NC(=O)CC(NC(=O)Cc1ccc(Br)cc1)c1ccc(NCCN2CCOCC2)c([N+](=O)[O-])c1 (stereo unspecified) | 5.4
20 | CCCCOc1ccc(N(CC(=O)NCc2ccco2)C(=O)CCC(=O)Nc2nccs2)cc1 | 5.2
4 | Cc1ccc(S(=O)(=O)/N=C(/Nc2cccc3ccccc23)c2ccc(F)cc2)cc1 | 0.7

# (list continues)
31	COc1ccc(OC)c(C2=NS(=O)(=O)N(C)C(C(=O)Nc3ccc(C(C)=O)cc3)=C2)c1
32	CCOC(=O)c1cccc(COC(=O)c2cccc(-c3nnc(-c4ccccc4)o3)c2)c1
33	CC(/C=C/c1ccccc1)=N\NC(=O)CNC(=O)c1ccccc1Cl
34	Cc1ccc(C(=O)NNC(=O)C2CCN(S(=O)(=O)c3ccc(Cl)cc3)CC2)cc1
35	COC(=O)c1ccc(CSc2nnc(CNC(=O)c3cccs3)o2)o1
36	CC(=O)c1ccc(NC(=S)N2CCC(O)CC2)cc1
37	Oc1cccc(/C=N\Nc2nncc(-c3ccccc3)n2)c1
38	Cc1ccc(C)c(NNC(=O)C(=O)NNc2cc(C)ccc2C)c1
39	CC(C)C[C@@H](CN(N=O)[C@@H](Cc1ccccc1)CN(C)N=O)N(CCc1ccccc1)N=O
40	COc1ccc(C2=NS(=O)(=O)N(C)C(C(=O)N3CCCCC3)=C2)cc1
entry no.	31	32	33	34	35	36	37	38	39	40
GRK2 inh	0.0	0.0	4.0	0.0	1.0	0.0	0.0	0.0	2.0	0.0
Efflux pump inh	-0.2	0.0	0.2	0.2	-0.1	0.1	0.1	0.1	-0.1	-0.1
Bcl-xL primary	5.2	2.3	0.5	4.3	5.6	4.2	1.4	6.6	7.8	5.9
GLD-1 TGE inh	4.0	-12.7	5.8	5.9	2.7	1.6	5.8	-2.6	1.6	5.2
PME-1 inh	18.8	-2.1	6.4	1.9	1.0	-1.4	-3.9	-0.5	-2.1	3.0
VLA-4 inh	9.5	5.3	3.3	11.2	11.2	17.9	-0.4	0.0	10.3	15.0
MCL1-BIM inh	2.6	-2.8	14.9	2.4	4.8	11.6	0.1	-0.9	4.1	-1.6
Fam108B inh	1.3	-6.1	-0.3	2.4	0.5	-2.7	-2.9	4.9	1.3	1.6
MEX-5 binding	-2.9	1.3	1.7	1.7	0.5	1.0	-1.3	1.7	3.0	0.7

# Two compounds picked at random from the list so far:
28	CSc1ccccc1NC(=O)COC(=O)CSc1ccc(C)cc1
31	COc1ccc(OC)c(C2=NS(=O)(=O)N(C)C(C(=O)Nc3ccc(C(C)=O)cc3)=C2)c1
entry no.	28	31
GRK2 inh	5.0	0.0
Efflux pump inh	-0.1	-0.2
Bcl-xL primary	2.6	5.2
GLD-1 TGE inh	-6.5	4.0
PME-1 inh	-4.1	18.8
VLA-4 inh	-15.3	9.5
MCL1-BIM inh	1.4	2.6
Fam108B inh	2.7	1.3
MEX-5 binding	-1.5	-2.9

# (more compounds)
41	COCC(C)NC(=O)NC(=O)c1ccc(Cl)cc1 (stereo unspecified)
42	CN1CCN(CCCNC(=O)Cn2nc(-c3ccccc3)ccc2=O)CC1
43	CC1(C)CC(=O)C=C(Nc2ccccc2NC(=O)c2cnccn2)C1
44	COc1ccccc1CNC(=O)CCC(=O)N1CCOc2ccc(C)cc21
45	COc1ccc(CCc2nnc(CCC(=O)NCC3CCCO3)o2)cc1 (stereo unspecified)
46	C=C(C)Cn1c(SCC#N)nc2ccccc2c1=O
47	C=CCNC(=O)c1sc(SC)cc1-c1ccc(Cl)cc1
48	CCOC(=O)/C(C#N)=C/c1ccc(OC(=O)c2ccccn2)cc1
49	C=C(C)C(=O)OC1(C(F)(F)F)Oc2cc(C)ccc2NC1=O (stereo unspecified)
50	O=[N+]([O-])c1ccc(O)c(C=Nc2ccc3c(c2)OCCO3)c1
51	Cc1ccc(OCC(=O)Nc2cccc(S(=O)(=O)N3CCCCCC3)c2)c([N+](=O)[O-])n1
52	CCCCCCCCCC(=O)N[C@H](CN1CCOCC1)[C@H](O)c1ccccc1
entry no.	41	42	43	44	45	46	47	48	49	50	51	52
GRK2 inh	3.0	1.0	1.0	0.0	0.0	2.0	1.0	4.0	3.0	2.0	4.0	0.0
Efflux pump inh	0.0	0.1	-0.1	0.2	-0.1	-0.1	-0.1	0.2	0.0	0.4	0.1	0.1
Bcl-xL primary	-0.3	9.8	3.4	1.4	5.1	5.9	5.0	2.1	-1.5	-4.3	3.1	4.5
GLD-1 TGE inh	-4.7	-4.0	4.5	3.2	4.3	3.8	6.0	2.3	4.7	1.4	-0.2	3.0
PME-1 inh	-2.2	4.0	-1.0	6.0	-0.1	-3.3	1.9	-42.8	-2.9	-0.3	2.2	-0.9
VLA-4 inh	23.2	-0.8	16.9	16.0	-4.8	14.8	-3.4	12.3	2.8	2.9	8.5	11.0
MCL1-BIM inh	-2.4	5.8	7.8	8.2	4.8	6.4	4.4	-10.3	2.2	-5.1	2.4	3.6
Fam108B inh	-1.6	-1.0	0.4	1.4	-3.6	2.8	3.4	-74.7	2.4	-0.7	1.6	-5.4
MEX-5 binding	2.6	-2.3	2.5	-0.7	-0.8	-0.2	1.6	3.8	-1.7	?	1.8	0.4

# An excerpt, so the mix of outcomes need not match the whole.
